TDP1 inh – inhibitors of human tyrosyl-DNA phosphodiesterase TDP1 | Q9NUW8 | AID 485290 | recombinant TDP1, AlphaScreen DNA substrate cleavage | hit rate 0.28% among 350,000 | Potency, µM (top dose mostly 130 µM), for the others: at the highest dose activity change, negative = inhibition, most hits filed as inhibitors; also: nearly all actives have a fitted effect of over 40% in size
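Signal: AlphaScreen proximity between streptavidin donor and anti-FITC acceptor beads on intact substrate. Reaction: Tdp1 1 nM, substrate 15 nM final, 5 min RT after 15 min compound preincubation.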
DT40 TDP1 no CPT – qHTS for Inhibitors of human tyrosyl-DNA phosphodiesterase 1 (TDP1): qHTS in cells in absence of CPT | Potency, µM (titrated, usually from 46.2 µM), inactives show top-dose activity change, negative = growth inhibition, most hits filed as inhibitors | hit rate 15% among 420,000 | DT40 Tdp1-/- hTDP1 cells, no CPT, ATP luminescence, 48 h; also: nearly all actives have a fitted effect of over 55% in size
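Growth kinetics read by CellTiter-Glo luminescence after ≥48 hr at 37 °C. Cells: DT40 Tdp1-/- stably carrying human TDP1, 400 per well, compound exposure in the absence of CPT (DMSO vehicle).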
TDP1 cell CPT – DT40-hTDP1 cell growth loss with CPT. chicken DT40 Tdp1-/-;hTDP1 cells + 20 nM CPT, ATP luminescence, 48 h. hit rate 12% among 420,000. AID 686979. Potency, µM (top dose mostly 46.2 µM), for the others: at the highest dose activity change, negative = growth inhibition, most hits filed as inhibitors; also: nearly all actives have a fitted effect of over 55% in size
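Cell growth measured by CellTiter-Glo luminescence after a minimum 48 h, 37 C compound exposure with 20 nM CPT in Tdp1-knockout DT40 cells stably expressing hTDP1, seeded 400/well; qHTS titration format.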
* marks the source's active call; other numbers are inactive results; ? = inconclusive; . = no result given; & = joins results of further samples; [ ] = another dose, or the depositor's remark. Calls follow the shape of the dose curve; as a rule, active = well fitted curve in the direction sought with a large enough effect; inconclusive = small, poorly fitted or top-dose-only effect, or another doubt; inactive = no such curve, though single readings can be large; an effect the other way counts as inactive or inconclusive. % is scaled to controls: 0 for no effect and ±100 for the full control effect; potency is read from the fitted curve at half-maximal effect. Compounds as they come; overall some 18% were active at least once.

No. | structure | DT40 TDP1 no CPT | TDP1 cell CPT | TDP1 inh
1 | COC(=O)c1ccc(C(=O)OC)c(NC(=O)c2c(-c3ccccc3)c(-c3ccccc3)nn(C)c2=O)c1 | 14.6µM* | ? | 4.7%
2 | COc1ccc2[nH]cc(CCNc3ncncc3-c3ccccc3C)c2c1 | ? | ? | .
3 | Cn1c(Cn2cnc([N+](=O)[O-])n2)nnc1SCC(=O)Nc1cccc(Cl)c1 | -16.4% | 3.1% | -5.3%
4 | CCOC(=O)C1(CCOc2ccccc2)CCN(Cc2ccccc2O)CC1 | ? | ? | .
5 | Cc1ccc(OCC(=O)Nc2ccc3c(c2)nc(CCN2CCOCC2)n3C)cc1 | -7.2% | -7.3% | 2.9%
6 | Cc1c(C(=O)OC2CCCC2)[nH]c2c1C(=O)CC(c1ccc(Cl)cc1)C2 (stereo not given) | -23.2% | -5.2% | 2.5%
7 | COCCNC(=O)C(c1ccc(F)cc1)N(Cc1cccs1)C(=O)CCC(=O)Nc1ccccn1 (stereo not given) | -5.6% | -2.4% | .
8 | CCOc1ccc(-n2c(O)c(/C=N/c3ccnn3Cc3ccncc3)c3ccccc3c2=O)cc1 | 3.5% | ? | 11.4%
9 | CC1(C)CC(=O)C(C=NCC2CCN(C(=O)Nc3ccc(Cl)c(Cl)c3)CC2)=C(O)C1 | ? | ? | 3.8%
10 | COC(=O)/C(=N\Nc1ccc(Cl)cc1)Sc1nnc(-c2ccc(OC)cc2)n1C | -17.4% | 4.7% | 5.4%
11 | C=CCn1c(CNS(=O)(=O)c2ccc(Cl)cc2)n[nH]c1=S | -25.3% | -15.5% | 1.7%
12 | c1nc(N2CCOCC2)c2[nH]cnc2n1 | -19.3% | -2.1% | .
13 | CCOC(=O)c1ccc2nc(NC(NC(C)=O)(C(=O)OC)C(F)(F)F)sc2c1 (stereo not given) | -9.8% | -16.9% | 3.8%
14 | CCc1nc2ccc(C(=O)NCCCn3ccnc3)cn2c1N(C)Cc1ccc(N(C)C)cc1 | -21.1% | ? | .
15 | CCc1ccc(NC(=O)CSc2nnc(-c3ccccc3)n2CC)cc1 | -28.8% | -25.3% | .
16 | COc1cc2c(cc1OC)C(C(=O)Nc1ccccn1)C(c1cccnc1)N(C)C2=O (stereo not given) | -3.5% | -17.7% | 0.0%
17 | CCc1nnc(SCC(=O)Nc2ccc(OC)c(OC)c2)c2cc3occc3n12 | -22.5% | -1.4% | 2.6%
18 | Cc1ccn2c(Cc3ccccc3)c(-c3ccc(F)cc3)nc2c1 | 20.6µM* | 23.1µM* | .
19 | Cc1noc(C)c1C(=O)OCC(=O)c1ccc[nH]1 | -0.4% | 0.2% | 2.0%
20 | CCn1nc(C(=O)OCC(=O)N(CC(C)C)c2c(N)n(Cc3ccccc3)c(=O)[nH]c2=O)c2ccccc2c1=O | 5.4% | 3.7% | -1.0%
21 | CCCC(=O)Nc1ccc2oc(=O)ccc2c1 | -0.8% | -9.5% | -2.6%
22 | CC1CC(C)CN(C(=O)CCS(=O)(=O)c2ccc3c(c2)NC(=O)CS3)C1 (stereo not given) | ? | ? | -1.8%
23 | O=C(O)c1ccccc1SCc1nc2ccccn2c1Br | -2.0% | 4.4% | 0.0%
24 | Cc1cc(C)cc(NC(=O)C2CCN(c3nccs3)CC2)c1 | -12.6% | -2.0% | 4.2%
25 | CCOC(=O)C1=C(CNCc2ccc(Cl)cc2)NC(=O)NC1c1ccccc1 (stereo not given) | ? | -7.3% | 5.8%
26 | COCCNC(=O)C1CC2Cn3c(nc4ccccc43)C2N1C (stereo not given) | -1.5% | -1.6% | 3.5%
27 | Cc1cc2c3c(c1)C1(C(=O)N3C(C)(C)CC2C)C(C#N)=C(N)Oc2cc(O)ccc21 (stereo not given) | 25.1µM* | -13.4% | 6.6%
28 | Cc1ccc(NC(=O)CCNC(=O)c2ccc(Br)cc2)cc1S(=O)(=O)N1CCOCC1 | ? | -5.9% | 2.0%
29 | N#C/C(=C/c1cn(CC(=O)O)c2ccccc12)C(=O)Nc1ccccc1 | 8.8% | 9.1% | 2.4%
30 | Nc1nc(NCCCN2CCOCC2)nc(Nc2cccc(F)c2)c1[N+](=O)[O-] | ? | ? | -8.2%
31 | O=C(NC1CC2CCCC(C1)N2Cc1cccs1)N1CCOCC1 (stereo not given) | 3.9% | -0.8% | 3.2%
32 | CCOc1ccc(NC(=O)C2CC(=O)N(c3ccc(C(C)C)cc3)C2)cc1 (stereo not given) | -4.2% | -2.3% | .
33 | O=C(c1cn(Cc2ccccc2)nc1-c1ccc(Cl)cc1)N1CCN(c2ccccn2)CC1 | ? | ? | 3.1%
34 | CCn1c(CNC(=O)c2ccco2)nnc1SCC(=O)c1ccc(F)cc1 | -12.5% | 2.8% | 5.6%[0.0935 µM]
35 | COc1ccc(C=NN=C2c3ccccc3-c3ccccc32)cc1OC | 23.1µM* | ? | .
36 | COc1cc(CNc2ccc3[nH]c(=O)[nH]c3c2)ccc1OCc1ccccc1 | ? | ? | 4.7%
37 | O=C(NCCC(=O)N1CCN(C(=O)c2ccco2)CC1)c1ccc(Br)cc1 | -9.0% | 15.2% | .
38 | CCOc1ccccc1NC(=O)C12CC3CC(C1)CC(c1ccc(C)cc1)(C3)C2 | ? | ? | -5.9%
39 | CCN(CC)C(=O)c1oc2ccc(S(=O)(=O)N3CC(C)CC(C)C3)cc2c1C (stereo not given) | 9.2µM* | 4.11µM* | 2.2%
40 | COc1cccc(NC(=S)N2CCc3cc(OC)c(OC)cc3C2)c1 | ? | 10.9% | 2.4%

Part of the list above, showing only TDP1 cell CPT.
cpd | canonical_smiles | TDP1 cell CPT
19 | Cc1noc(C)c1C(=O)OCC(=O)c1ccc[nH]1 | 0.2%
20 | CCn1nc(C(=O)OCC(=O)N(CC(C)C)c2c(N)n(Cc3ccccc3)c(=O)[nH]c2=O)c2ccccc2c1=O | 3.7%
21 | CCCC(=O)Nc1ccc2oc(=O)ccc2c1 | -9.5%
22 | CC1CC(C)CN(C(=O)CCS(=O)(=O)c2ccc3c(c2)NC(=O)CS3)C1 (stereo not given) | ?
23 | O=C(O)c1ccccc1SCc1nc2ccccn2c1Br | 4.4%

Given with values under each structure: part of the list above
Sequence of screens: DT40 TDP1 no CPT, TDP1 cell CPT, TDP1 inh
32) CCOc1ccc(NC(=O)C2CC(=O)N(c3ccc(C(C)C)cc3)C2)cc1 (stereo not given)
    -4.2%, -2.3%, .
33) O=C(c1cn(Cc2ccccc2)nc1-c1ccc(Cl)cc1)N1CCN(c2ccccn2)CC1
    ?, ?, 3.1%

Following part.
No. | structure | DT40 TDP1 no CPT | TDP1 cell CPT | TDP1 inh
41 | CCN(CC(=O)Nc1ccc(OC)cc1)C(=O)c1ccc(OCc2c(C)noc2C)cc1 | -24.7% | -7.7% | .
42 | COc1ccc(NC(=O)CN(C)C(=O)c2ccccc2OCC(=O)Nc2cccc(C(F)(F)F)c2)cc1 | ? | ? | .
43 | Cc1nc(N)ncc1-c1ccc2c(c1)OCO2 | -22.0% | 5.4% | .
44 | CCOc1ccc(NC(N)=O)cc1OCC | -14.8% | -1.5% | 6.6%
45 | CNc1nc2c(-c3ccc(Cl)cc3)nnn2c2ccccc12 | -22.1% | ? | .
46 | COc1ccc(S(=O)(=O)N2CCSC2c2ccc(OC)c(OC)c2)cc1 (stereo not given) | 16.4µM* | ? | .
47 | CCCOc1ccc(Nc2nc(SC)ncc2C(=O)OCC)cc1 | 25.9µM* | ? | -1.6%
48 | CCN(CC)CCOC(=O)c1cccnc1 | -7.9% | 1.6% | .
49 | Cc1cc(C(=O)N2CCCC(C(=O)c3ccc(Cl)cc3C)C2)no1 (stereo not given) | 23.1µM* | 18.4µM* | 2.5%
50 | O=C(Cn1c(=O)nc(-c2ccccc2)c2cc(Cl)ccc21)NCCCc1ccccc1 | -26.0% | -3.2% | 2.7%
51 | CCOC(=O)CNC(=O)c1sc(NC(=O)c2ccccc2F)nc1C | ? | ? | 1.0%
52 | CCn1c(SCC(=O)Nc2cccc(NC(C)=O)c2)nnc1-c1ccco1 | 6.0% | 2.9% | 1.9%
53 | Cc1nn(-c2ccccc2)c(N2CCCC2)c1/C=N/NC(=O)c1cc(-c2cccs2)nc2ccccc12 | 14.6µM* | ? | 2.8%
54 | Cc1[nH]c2ccccc2c1C1(O)C(=O)N(Cc2ccc3c(c2)OCO3)c2ccccc21 (stereo not given) | 5.17µM* | 3.26µM* | 0.0%
55 | Cc1ccc(OCCn2cc(C#N)c3ccccc32)cc1 | ? | ? | -11.2%
56 | CC1(c2nnnn2Cc2ccccc2)CCC(=O)N1C1CC1 (stereo not given) | 0.6% | -2.5% | .
57 | CCN(c1ccccc1)S(=O)(=O)c1ccc(OC)c(NC(=O)c2cc(F)c(F)c(F)c2F)c1 | -17.2% | -25.0% | 0.4%
58 | O=C(c1ccc(F)cc1)N(Cc1cccs1)C1CCS(=O)(=O)C1 (stereo not given) | 5.0% | -8.8% | 0.9%
59 | CS(=O)(=O)Nc1cccc2[nH]ncc12 | -21.4% | 14.6% | 2.7%
60 | Cc1cc(NC(=O)CN(C)S(=O)(=O)c2ccc3c(c2)CCC(=O)N3)ccc1Br | 20.6µM* | 29.1µM* | 2.3%
61 | COc1ccccc1NC(=O)NNC(=O)C(C)Oc1ccc2ccccc2c1 (stereo not given) | 14.3% | -12.6% | 4.9%
62 | CCCN1CNc2c(c(=O)[nH]c(=S)n2CCc2cccc(Cl)c2)C1 | ? | ? | -0.5%
63 | CCN1CCN(C(=O)CN(c2ccc(C)cc2)S(C)(=O)=O)CC1 | -9.0% | -0.6% | 1.0%
64 | CN(c1ccccc1)S(=O)(=O)c1ccc(NC(=S)NC(=O)c2ccccc2)cc1 | 25.9µM* | ? | 2.3%
65 | COc1ccccc1N1C(=O)CC(N(O)c2ccccc2)C1=O (stereo not given) | ? | -3.2% | -2.9%
66 | C=CCN([C@@H](CC(C)C)C(=O)OC)S(=O)(=O)N(CC=C)[C@@H](CC(C)C)C(=O)OC | 17.8µM* | ? | -7.5%
67 | CSc1nc2ccccc2cc1/C=C(\C#N)c1cccc(C)c1 | ? | ? | -3.2%
68 | COc1ccc(NC(=O)C2CCN(S(=O)(=O)c3ccc4[nH]c(=O)oc4c3)CC2)c(OC)c1 | ? | ? | 4.0%
69 | Cc1ccc(Nc2nnc(SCC(=O)NC3CC3)s2)cc1 | 14.9% | -0.8% | 0.6%
70 | Cc1nc([N+](=O)[O-])c(Br)n1CC(=O)c1ccccc1 | 8.2µM* | 18.4µM* | 0.0%
71 | COc1ccc(NS(=O)(=O)c2cccc(C(=O)O)c2)cc1S(=O)(=O)N1CCCCC1 | -16.5% | 16.9% | -5.8%
72 | Cc1ccc(CNC(=O)c2ccc(C#CC(C)(C)O)s2)cc1 | -1.8% | -2.2% | 3.9%
73 | CC1CN(C(=O)c2ccccc2Nc2ccc(SC(F)F)cc2)CC(C)O1 (stereo not given) | -26.7% | 2.5% | -1.2%
74 | CCN1CCN(S(=O)(=O)c2ccc(Cl)c(C(=O)Nc3ccccc3N3CCCC3)c2)CC1 | ? | ? | .
75 | CC(=O)Nc1cccc(C(=O)OCC(=O)NC(=O)Cc2ccccc2)c1 | 12.0% | 2.4% | .
76 | O=C(NC1CCCc2ccccc21)C1CCN(S(=O)(=O)N2CCCCCC2)CC1 (stereo not given) | 18.4µM* | 13µM* | -2.0%
77 | COc1cc(NC(=O)Cn2c(=O)cc(C)c3c(C)nn(-c4ccc(C)cc4)c32)cc(OC)c1 | -14.2% | -9.4% | 7.1%
78 | CC1=CC(C)(C)N(C(=O)CSc2ncn[nH]2)c2ccc(C)cc21 | -23.2% | -29.0% | 0.0%
79 | CC(C)CC(O)(c1ccccc1)C(CN1CCOCC1)c1ccccc1 (stereo not given) | 20.6µM* | ? | .
80 | COc1ccc(C)cc1N(C(=O)c1ccc(C#N)cc1)C1=NC(C)(C)CS1 | -4.2% | -1.7% | .
81 | C=CCc1ccc(O)c(-c2cc(CC=C)ccc2O)c1 | 20.6µM* | 14.6µM* | 8.2%&7.1%&5.1%
82 | CN(C)C(C)(C)C#CC(O)(c1ccccc1)c1ccccc1 | -9.1% | -21.5% | -2.6%
83 | CCc1cc2c(COC(=O)c3cccc(S(C)(=O)=O)c3)cc(=O)oc2cc1O | ? | ? | .
84 | Cc1cccc(NC(=O)COC(=O)c2ccccc2SCC(=O)N2CCCC2)c1 | -26.1% | -4.8% | 2.4%
85 | O=P(O)(O)c1ccccc1OCCOCCOc1ccccc1P(=O)(O)O | -0.4% | 0.3% | 4.6%
86 | Fc1ccccc1C1c2[nH]c3ccccc3c2CCN1Cc1ccoc1 (stereo not given) | ? | ? | 6.0%
87 | CCCCN(C(=O)c1ccc(S(=O)(=O)N(CC)CC)cc1)c1c(N)n(CCC)c(=O)[nH]c1=O | 0.1% | -0.1% | 10.0%
